Hep lipid drop – modulators of hepatic lipid droplet formation. inhibition, % at 6.5 µM. AML12 mouse hepatocytes, oleate lipid droplets, BODIPY imaging. hit rate 0.4% among 240,000;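 active = lipid droplet intensity inhibited by at least 50%, with more than 500 cells counted; inconclusive = wells with under 300 cells, treated as cytotoxic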
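Assay system: AML12 mouse liver cells | Compound: 6.5 µM single-point dosing | Schedule: Overnight exposure | Technique: Fluorescence imaging, 20x objective, two fields per well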
WT yeast gro inh – growth inhibition of WT yeast, mitochondrial fusion screen; inhibition, % at 10 µM; hit rate 2.1% among 190,000; mitochondrial fusion phenotypic screen, WT strain; AID 1362; in the data active = inhibition above about 58%; tested in S. cerevisiae
Myeloid diff MLP – promotes myeloid progenitor differentiation | ER-HoxA9 myeloid progenitors, lysozyme-GFP differentiation, flow cytometry | calls only at 10 µM | hit rate 1% among 360,000;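 active = normalized GFP-positive differentiation at or above the plate's own cutoff, the solvent-only control mean plus 3 SD; inconclusive = no clear call, values can overlap the other calls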;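 also: cells exposed to compound for four days before flow analysis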
human PMI inhibitors – human PMI inhibitors, high substrate, primary screen, biochemical, fluorescence intensity, high mannose 6-phosphate (AID 1220); recombinant PMI enzyme, coupled fluorescence intensity; higher % means a stronger effect; inhibition, % at 20 µM, or IC50 in µM where a hit was titrated; hit rate 0.66% among 190,000
human PMI inhibition – inhibitors of human PMI, primary screen, biochemical, fluorescence intensity, coupled assay (AID 1209). purified PMI enzyme, coupled fluorescence intensity; higher % means a stronger effect. inhibition, % at 20 µM; hits with a dose series show IC50 in µM. hit rate 0.42% among 190,000;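 also: plate controls were DMSO vehicle for no effect and wells lacking substrate for full effect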
CSM14.1 death rescue – protection against thapsigargin-triggered cell killing – 384-well, CSM14.1, ATP luminescence, primary screen (AID 1222); CSM14.1 thapsigargin-induced death rescue, ATP luminescence; higher % means a stronger effect; cellular ATP content (survival), % at 20 µM, or EC50 in µM where a hit was titrated; 190,000 tested, under 10 active;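 active = EC50 below 50 µM in the dose-response confirmation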;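 also: death triggered by thapsigargin at about 15 µM added after 2 h compound pretreatment; cell ATP read after overnight thapsigargin exposure of roughly 18 to 22 hours; normalized against plate controls of thapsigargin alone and 5% DMSO vehicle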
M1AAP inhibition – malaria alanyl aminopeptidase activity blockers – biochemical, fluorogenic H-Leu-NHMec substrate, 1536-well (AID 1445). recombinant M1AAP, H-Leu-NHMec fluorogenic kinetic assay; higher % means a stronger effect. one-dose inhibition, % at 30 µM; IC50 in µM for titrated hits. hit rate 0.42% among 220,000;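 active = primary inhibition above the hit cutoff, then over 50% inhibition at one or more dose response concentrations, cut at about 23% in these data, passing the limit was not always enough; inconclusive = conflicting primary data, or primary hits not chosen for dose response; inactive = low primary inhibition, or under 50% at every dose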;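 also: plate controls were DMSO full reaction for no effect and no enzyme background for full effect; strong numbers were not always called active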
K1F lysis inhibition – protection from phage-mediated lysis, alamar blue read-out – E. coli UTI89, K1F phage, bacterial capsule biogenesis inhibitors (AID 488966); E. coli UTI89 K1F phage lysis, alamar blue, 2 h; higher % means a stronger effect; inhibition, % at 100 µM; hits with a dose series show IC50 in µM; hit rate 0.02% among 340,000;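 active = phage lysis inhibition, versus mean bacterial control, above a set limit; inconclusive = no clear call, values can overlap the other calls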;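 also: capsule biogenesis inhibitors block K1F phage lysis so surviving cells raise fluorescence; higher fluorescence means more inhibition of phage lysis; actives were called in the ten point dose series up to 300 µM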
TNAP activation fold – stimulation of alkaline phosphatase TNAP activity – biochemical, luminescent, no phosphate acceptor, uHTS, primary screen (AID 1001); purified TNAP, luminescent activation assay, no phosphate acceptor; higher activation fold means a stronger effect; one-dose activation fold at 20 µM; EC50 in µM for titrated hits; hit rate 0.03% among 200,000; in the data active = activation fold from about 3, or a potency from the dose series; inactive = the rest, 99 in 100 with activation fold below about 1.6; also: many of its hits are not listed in these tables
WT yeast gro inh mutant strain – also measured in WT yeast gro inh; calls as there; inhibition, %; mitochondrial fusion phenotypic screen, mutant strain inhibition
Hep lipid drop cells 6.5 µM – further read-out of Hep lipid drop, marked with its call; cell count; measured here: cell count, cytotoxicity flag;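 cells counted across two imaged fields per well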
Myeloid diff MLP GFP+ MAC1+ % – second read-out of Myeloid diff MLP, no call of its own (marks repeat the call); GFP+ MAC1+ double positive, %; measured here: differentiation confirmed by MAC1 staining
Numbers without * were called inactive; i = inactive; ? = inconclusive; / = no result given; [ ] = dose if it differs, or a comment. Rule as the data show it, unless noted: active = inhibition above about 50%; inactive = the rest. Compounds as they come; any-hit rate near 4.6%.

SMILES	Hep lipid drop	Hep lipid drop cells 6.5 µM	WT yeast gro inh	WT yeast gro inh mutant strain	Myeloid diff MLP	Myeloid diff MLP GFP+ MAC1+ %	human PMI inhibitors	human PMI inhibition	CSM14.1 death rescue	M1AAP inhibition	K1F lysis inhibition	TNAP activation fold
Cc1cccc(-n2cc[nH]c2=S)c1C	11.8	633	9.6	5.7	i	0.5	-8.8%	-5.5%	2.4%	-0.2%	4.0%	1.1
CC(=O)n1cc(C(C[N+](=O)[O-])SCCN)c2ccccc21 (stereo unspecified)	/	/	22.8	26.3	i	1.1	7.2%	6.6%	2.9%	2.1%	0.5%	0.6
CCN1CCN(CCNC(=O)C2CCN(Cc3nc(-c4ccc(Cl)cc4)oc3C)CC2)CC1	/	/	2.4	4.1	/	/	-0.9%	2.8%	-2.9%	0.8%	/	1.1
Cc1cc(C(=O)N/N=C/c2cccn2C)n[nH]1	25.9	677	1.0	0.2	i	0.1	-6.9%	-2.5%	-2.4%	10.4%	0.3%	1.2
CCCC1(C(=O)OCC)NC(c2ccco2)C2C(=O)N(C)C(=O)C21 (stereo unspecified)	4.1	706	-5.9	-23.9	i	0.3	14.1%	1.7%	-0.2%	6.4%	1.0%	1.1
Cc1ccc(C(=O)Nc2nnc(-c3ccncc3)s2)o1	-17.3	719	-3.9	10.5	i	1.2	0.1%	1.7%	-2.1%	16.0%	-4.8%	1.1
O=C(NCCCN1CCOCC1)c1ccccc1NS(=O)(=O)c1ccc(F)cc1	-13.6	703	-8.5	6.6	i	0.4	-1.6%	-19.2%	-0.5%	6.1%	-0.2%	1
O=c1oc(-c2ccccc2NS(=O)(=O)c2ccccc2)nc2ccccc12	5.0	809	-5.3	11.1	i	2.0	-2.5%	-0.3%	-1.6%	9.4%	0.1%	1.1
Cc1ccc(-n2nc(C)c(=O)c(-c3ccccc3)c2NC(=O)c2cccs2)cc1	11.1	735	/	/	i	0.5	/	/	/	0.1%	-3.1%	/
CC(C)(C)NC(=O)NC(=O)COC(=O)c1cc[n+]([O-])cc1	4.1	676	8.1	-12.2	i	0.6	15.1%	0.8%	-0.8%	-1.3%	-0.2%	1.1
O=C(CCCc1ccccc1)Nc1nnc(C(F)(F)F)s1	-0.3	669	1.1	13.0	i	0.5	14.0%	7.9%	0.4%	6.4%	0.0%	1.1
CCCOc1ccc(N2CC(C(=O)Nc3ccccc3C(=O)NC)CC2=O)cc1 (stereo unspecified)	-2.8	722	-3.1	-1.5	i	0.2	/	/	-0.3%	3.5%	0.1%	1
Cc1onc(-c2c(F)cccc2Cl)c1C(=O)Nc1ccc(S(=O)(=O)Nc2ncccn2)cc1	/	/	-10.6	-8.1	i	0.5	-5.8%	-7.3%	-2.4%	13.8%	0.1%	1.1
Cc1nc2c(-c3ccc(F)cc3)c(C)nn2c(C)c1CCC(=O)N1CCN(c2ccccn2)CC1	/	/	12.3	4.5	/	/	43.0%	19.8%	1.5%	5.6%	-1.2%	1.1
CCOc1ccc(S(=O)(=O)NCCN2CCOCC2)c2ccccc12	/	/	-4.3	-9.0	i	7.0	3.8%	1.1%	-1.4%	-0.8%	0.7%	1
COc1ccc(-c2nc3n(n2)C(c2ccccc2)C2=C(CCCC2=O)N3)cc1OC (stereo unspecified)	-0.5	697	0.5	-19.4	i	2.6	3.8%	2.3%	-2.5%	-3.4%	0.3%	1
CCN1CCN(C(=O)C(C)Nc2cc(Cl)c(OC)cc2OC)CC1 (stereo unspecified)	14.7	663	-8.4	15.7	i	1.1	/	26.6%	0.7%	0.1%	-3.0%	1.1
Cc1ccccc1NC(=O)c1ccc(-c2ccc(Cl)cc2Cl)o1	21.4	816	56.8	17.0	i	0.6	11.9%	16.6%	0.0%	5.2%	1.2%	0.9
CC1=NN(C(=O)CCc2ccc3c(c2)OCO3)C(O)(C(F)(F)F)C1 (stereo unspecified)	-0.1	676	1.9	-4.0	i	0.1	9.7%	5.1%	1.3%	3.7%	1.0%	1.1
Cc1ccc(S(=O)(=O)Nc2ncc(C(F)(F)F)cc2Cl)cc1	11.8	659	-2.3	2.2	i	0.8	15.6%	10.4%	-0.8%	5.9%	0.2%	1
O=C(CSc1nnc2c3ccccc3c3ccccc3c2n1)Nc1ccccc1	/	/	-15.6	8.5	/	/	15.4%	-6.7%	4.2%	10.0%	/	1.1
C/C(=N\NC(=O)c1ccc(NS(=O)(=O)c2cccs2)cc1)c1ccc2c(c1)OCO2	15.7	667	-1.2	8.9	i	0.3	-0.3%	1.3%	2.0%	5.6%	0.4%	1.3
CC(NC(=O)OCc1ccccc1)C(=O)NCC1CCCO1 (stereo unspecified)	/	/	21.4	11.2	i	0.3	-11.1%	-2.8%	-2.2%	-2.5%	0.9%	1.1
CCOc1ccc(-c2noc(=O)[nH]2)cc1	/	/	15.7	10.5	i	0.5	-1.9%	-1.6%	0.6%	-5.2%	-0.8%	1.2
CC(=O)c1ccc(C(=O)Nc2nnc(-c3ccc(Cl)cc3)o2)cc1	2.2	723	74.8	82.0	i	2.1	/	/	/	-11.5%	?	/
O=C1CC(c2ccsc2)Sc2ccccc2N1 (stereo unspecified)	1.2	738	/	/	i	0.4	/	/	/	8.2%	4.0%	/
N/C(=N\OC(=O)COc1cc(Cl)c(Cl)cc1Cl)c1ccccn1	2.9	673	15.1	14.6	i	0.1	9.4%	11.2%	-0.8%	5.6%	/	1.1
Brc1ccccc1-c1nnc2sc(Cc3ccccc3)nn12	1.8	626	13.3	23.2	i	1.3	20.4%	20.3%	-1.2%	3.2%	4.8%	1.1
CC(C)NC(=S)N/N=C/c1ccc(C(C)(C)C)cc1	-4.7	643	61.5*	34.9*	i	0.3	5.4%	10.9%	-1.0%	7.6%	0.7%	1.1
COc1ccc(C)cc1Nc1cc(C)nc2nc(C)nn12	-2.4	680	9.2	0.7	i	1.3	5.4%	5.3%	/	5.9%	0.4%	1.1

Some of these compounds in order of molecular weight, rising.
SMILES	Hep lipid drop	Hep lipid drop cells 6.5 µM	WT yeast gro inh	WT yeast gro inh mutant strain	Myeloid diff MLP	Myeloid diff MLP GFP+ MAC1+ %	human PMI inhibitors	human PMI inhibition	CSM14.1 death rescue	M1AAP inhibition	K1F lysis inhibition	TNAP activation fold
O=C1CC(c2ccsc2)Sc2ccccc2N1 (stereo unspecified)	1.2	738	/	/	i	0.4	/	/	/	8.2%	4.0%	/
CC(C)NC(=S)N/N=C/c1ccc(C(C)(C)C)cc1	-4.7	643	61.5*	34.9*	i	0.3	5.4%	10.9%	-1.0%	7.6%	0.7%	1.1
CC(=O)c1ccc(C(=O)Nc2nnc(-c3ccc(Cl)cc3)o2)cc1	2.2	723	74.8	82.0	i	2.1	/	/	/	-11.5%	?	/
CCN1CCN(C(=O)C(C)Nc2cc(Cl)c(OC)cc2OC)CC1 (stereo unspecified)	14.7	663	-8.4	15.7	i	1.1	/	26.6%	0.7%	0.1%	-3.0%	1.1
O=C(CSc1nnc2c3ccccc3c3ccccc3c2n1)Nc1ccccc1	/	/	-15.6	8.5	/	/	15.4%	-6.7%	4.2%	10.0%	/	1.1

Next section:
SMILES	Hep lipid drop	Hep lipid drop cells 6.5 µM	WT yeast gro inh	WT yeast gro inh mutant strain	Myeloid diff MLP	Myeloid diff MLP GFP+ MAC1+ %	human PMI inhibitors	human PMI inhibition	CSM14.1 death rescue	M1AAP inhibition	K1F lysis inhibition	TNAP activation fold
CC1=C(C(=O)OCc2ccccc2)C(/C=C/c2ccccc2)NC(=S)N1 (stereo unspecified)	-10.1	586	68.8*	22.7*	i	0.6	5.4%	16.4%	4.1%	-1.1%	2.9%	1
N#Cc1cc2c(nc1SCC1COc3ccccc3O1)CCC2 (stereo unspecified)	/	/	-10.9	-44.8	i	0.4	14.6%	18.5%	0.1%	9.2%	0.1%	1.2
COc1ccc(CN(C(=S)Nc2ccccc2)C2CC(=O)N(c3ccc(Cl)cc3)C2=O)cc1 (stereo unspecified)	/	/	2.1	-4.4	i	0.6	15.5%	17.0%	-2.0%	7.7%	5.5%	1.1
CCOc1cc(C(=O)NCc2ccc(C)cc2)ccc1OCC(=O)N1CCOCC1	14.0	664	0.2	12.8	i	0.2	-16.4%	-11.1%	-1.9%	4.2%	0.2%	1.1
CCCN1CCN(CCCNC(=O)CN2C(=O)COc3ccccc32)CC1	0.6	539	23.9	20.7	i	8.2	-11.7%	-3.9%	/	-4.0%	3.2%	1
Cc1[nH]c2ccc(F)cc2c1CCN1C(=O)OC(C)(C)C1(C)O (stereo unspecified)	10.1	715	/	/	i	0.5	/	/	/	-6.3%	0.4%	/
Cc1ccc(CNC(=O)c2ccc(Br)o2)cc1	-1.7	814	14.2	-2.8	i	1.4	-8.4%	4.4%	-0.3%	10.5%	0.2%	1.1
CC(=O)Nc1ccc(S(=O)(=O)N2CCC(n3cnc4cc(F)ccc43)CC2)cc1	/	/	3.3	9.0	i	1.4	-0.7%	-0.9%	0.4%	3.2%	-0.2%	1.2
CC1=NN2C(=N)/C(=C\c3cc(C)n(-c4ccc(C)cc4)c3C)C(=O)N=C2S1	-10.4	733	/	/	i	0.6	/	/	/	7.3%	-0.3%	/
COc1ccc(C(C(O)C(=O)c2c[nH]c3ccccc23)N2CCN(c3ccccc3)CC2)cc1 (stereo unspecified)	-16.0	641	-3.9	9.9	i	1.0	10.5%	17.6%	-2.6%	5.6%	4.0%	1.1
CCCn1nc(C(=O)NC2CCCc3ccccc32)c2ccccc2c1=O (stereo unspecified)	-6.4	682	20.7	-3.1	i	0.5	1.7%	6.9%	1.7%	7.3%	0.5%[50 µM]	1.1
Cc1c(C(=O)N2CCCC2)nnn1-c1nonc1N	12.8	679	-3.3	6.9	i	0.6	7.6%	3.8%	-0.5%	0.4%	2.1%	1.1
CCS(=O)(=O)Nc1cccc(-c2nc3cccnc3s2)c1C	-2.9	707	-10.1	-1.8	i	2.8	15.9%	18.2%	-2.0%	-1.9%	-0.2%	1
O=C(Nc1cccc(N2CCCC2)c1)c1cccs1	-5.3	775	10.0	-3.6	i	3.1	23.6%	26.7%	-1.8%	2.3%	1.9%	1.1
O=c1[nH]c(Cc2cccs2)nc2ccccc12	/	/	-20.6	-10.3	i	0.7	-1.3%	12.8%	-0.9%	11.4%	-0.8%	1
CCN(CC)C1=CC(=O)OC12CCCCC2	/	/	-3.1	1.0	i	1.4	-4.5%	22.1%	-0.7%	1.5%	0.2%	1.1

Screens deposited in PubChem BioAssay by several laboratories.
